From PubChem
BH1578 lux ind = inducers of Vibrio cholerae quorum light production without autoinducers, primary screen, BH1578 luxS cqsA deficient, single point; V. cholerae BH1578 lux reporter, luminescence, 6 h; activation, % at 18.7 µM; 350,000 tested, 0.16% active; AID 588436, 2011; in the data active = activation mostly above about 9.7%, no sharp cut-off; inconclusive = no clear call, values can overlap the other calls; inactive = mostly below about 3.7%; note: not every result past the cut was called active; inactives centre near 0; reference of the scale not given here
Anthrax LF inh2 = Bacillus anthracis LF protease inhibitors, primary screen, biochemical, multiplex microsphere, MLPCN library | Lethal factor (Bacillus anthracis), P15917 | multiplex microsphere protease cleavage assay | inhibition, % at 10 µM | 360,000 tested, 0.12% active | AID 588501, 2011; note: plate controls were buffer without enzyme for full effect and enzyme alone for no effect
Target sequence (P15917 whole entry, looked up): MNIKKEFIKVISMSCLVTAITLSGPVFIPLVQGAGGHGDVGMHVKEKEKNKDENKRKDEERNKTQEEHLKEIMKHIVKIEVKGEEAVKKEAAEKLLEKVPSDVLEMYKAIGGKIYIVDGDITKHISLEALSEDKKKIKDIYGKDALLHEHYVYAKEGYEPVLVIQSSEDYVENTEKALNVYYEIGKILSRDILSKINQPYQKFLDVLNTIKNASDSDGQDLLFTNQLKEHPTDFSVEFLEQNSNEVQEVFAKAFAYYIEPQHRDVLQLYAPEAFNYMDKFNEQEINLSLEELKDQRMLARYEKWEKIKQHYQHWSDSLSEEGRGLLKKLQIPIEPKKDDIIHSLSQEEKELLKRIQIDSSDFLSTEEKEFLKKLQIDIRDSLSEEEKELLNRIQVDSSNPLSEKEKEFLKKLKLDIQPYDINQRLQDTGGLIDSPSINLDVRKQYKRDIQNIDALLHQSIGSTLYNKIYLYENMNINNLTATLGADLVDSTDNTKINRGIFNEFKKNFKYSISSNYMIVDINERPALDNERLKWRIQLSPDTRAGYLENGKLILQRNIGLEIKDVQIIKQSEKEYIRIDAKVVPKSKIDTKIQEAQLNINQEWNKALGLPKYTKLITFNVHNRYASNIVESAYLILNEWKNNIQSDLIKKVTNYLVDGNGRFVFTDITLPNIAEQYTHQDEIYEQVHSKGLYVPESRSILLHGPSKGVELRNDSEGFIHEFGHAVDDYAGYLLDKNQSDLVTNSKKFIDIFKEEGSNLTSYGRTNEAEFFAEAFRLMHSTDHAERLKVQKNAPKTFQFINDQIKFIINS
PfHsp40 rescue = rescue of yeast from PfHsp40 toxicity, primary screen, S. cerevisiae, ATP luminescence | 340,000 tested, 0.68% active | S. cerevisiae expressing PfHsp40, growth rescue | growth rescue, % at 12.5 µM; in the data active = growth rescue above about 28%, passing the limit was not always enough; inconclusive = no clear call, values can overlap the other calls;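 note: yeast W303a lacking pdr1 and pdr3 grown in galactose medium; growth measured after three days at 30 °C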
Yp Topo-I inh = Yersinia pestis topoisomerase I inhibitors, primary screen, biochemical, cleavage product accumulation, plate reader, single point. DNA topoisomerase I (Yersinia pestis CO92). activity, % at 10 µM. Y. pestis Topo-I cleavage product accumulation. 360,000 tested, 0.064% active. AID 504884, 2011; in the data active = activity above about 50%, passing the limit was not always enough; inconclusive = no clear call, values can overlap the other calls; note: inactives centre near 2
VHR inh abs = VHR1 phosphatase inhibitors, primary screen, biochemical, absorbance, uHTS | 290,000 tested, 0.52% active | recombinant VHR phosphatase, pNPP absorbance | inhibition, % at 13.3 µM | Dual specificity protein phosphatase 3 (Homo sapiens), P51452; in the data active = inhibition above about 50%; note: some compounds called inactive have numbers as strong as hits
Target sequence (P51452 whole entry, looked up): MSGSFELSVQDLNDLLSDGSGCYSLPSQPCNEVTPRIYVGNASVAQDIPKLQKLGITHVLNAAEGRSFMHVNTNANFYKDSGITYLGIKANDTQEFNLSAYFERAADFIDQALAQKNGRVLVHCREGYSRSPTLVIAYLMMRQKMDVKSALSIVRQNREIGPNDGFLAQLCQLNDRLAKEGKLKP
SSB-PriA inh = inhibitors of Klebsiella pneumoniae PriA binding to SSB C-terminal tail, primary screen, biochemical, AlphaScreen; 430,000 tested, 0.6% active; PriA–SSB C-terminal tail interaction (Klebsiella pneumoniae); inhibition, % at 33 µM; AlphaScreen SSBct-PriA binding, biotinylated peptide; in the data active = inhibition mostly above about 37%, no sharp cut-off; inactive = mostly below about 20%;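 note: plate controls were negative control peptide for no effect and reference peptide for full effect; strong numbers were not always called active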
CCHF vOTU inh = CCHFV vOTU protease inhibitors, primary screen, biochemical, Pep-AMC substrate, fluorescence. Crimean-Congo hemorrhagic fever virus L polyprotein viral ovarian tumor (vOTU) protease …. inhibition, % at 11.5 µM. 370,000 tested, 0.55% active; in the data active = inhibition above about 30%; note: 0% = vehicle wells with enzyme and 100% = no enzyme wells
BoNT-A LC inh2 = BoNT/A light chain protease inhibitors, primary screen, biochemical, flow cytometry, MLPCN library | Botulinum neurotoxin type A light chain protease (Clostridium botulinum A str. ATCC 3502) | multiplex microsphere protease substrate cleavage | inhibition, % at 10 µM | 360,000 tested, 0.17% active; note: plate controls were buffer without enzyme for full effect and enzyme alone for no effect
SARS 3CLpro inh = SARS-CoV 3CLpro protease inhibitors, primary screen, biochemical, quenched FRET. inhibition, % at 6 µM. 290,000 tested, 0.14% active. recombinant SARS-CoV 3CLpro, quenched FRET peptide cleavage. Replicase polyprotein 1ab (Severe acute respiratory syndrome coronavirus), P0C6X7. AID 1706, 2009; in the data active = inhibition above about 12%
TcdB GH inh = TcdB glycohydrolase inhibitors, primary screen, biochemical, single point, plate reader; Toxin B (Clostridioides difficile), P18177; TcdB glycohydrolase enzymatic assay; inhibition, % at 9.99 µM; 350,000 tested, 0.24% active; AID 652162, 2013; in the data active = inhibition above about 10%
An asterisk follows results filed as active; i = inactive; ? = inconclusive; / = no result given. Cut-off read from the data, not from the text of the source, unless noted: active = inhibition above about 30%; inconclusive = no clear call, values can overlap the other calls; inactive = below that.

SMILES	BH1578 lux ind	Anthrax LF inh2	PfHsp40 rescue	Yp Topo-I inh	VHR inh abs	SSB-PriA inh	CCHF vOTU inh	BoNT-A LC inh2	SARS 3CLpro inh	TcdB GH inh
CCOC(=O)c1c(CN2CCOCC2)n(-c2ccccc2)c2ccc(O)cc12	i	-2.8	-0.2	11.0	7.2	17.6	-0.9	-0.5	-0.2	/
O=S(=O)(NCCc1csc(-c2ccccc2)n1)c1ccc2c(c1)OCCO2	/	-1.3	1.1	23.1	5.6	10.0	-1.9	1.0	0.4	/
CC(OC(=O)c1cc2sccc2n1C)C(=O)NCC1CCCO1 (stereo not given)	-0.5	-2.2	105.6*	-0.9	0.3	-2.5	-6.6	0.1	0.6	-0.1
CCN(CC(=O)Nc1c(F)cccc1F)C(=O)c1n[nH]c2ccccc12	-2.2	1.5	1.1	15.6	-7.8	-6.5	-2.7	-2.3	-2.8	-0.1
CCOC(=O)N1CCC(NC(=O)CS(=O)Cc2nc(-c3ccccc3C)oc2C)CC1 (stereo not given)	i	1.2	1.4	20.1	-6.0	-8.8	9.7	-2.3	2.6	1.1
O=C(Nc1scc(-c2ccccc2)c1C(=O)O)c1ccco1	-0.2	-3.7	-0.4	2.4	-11.2	0.3	5.0	0.8	1.6	/
O=C(Nc1ccccc1N1CCOCC1)C1CCCCN1S(=O)(=O)c1ccccc1 (stereo not given)	1.6	-3.1	0.0	5.8	0.6	2.9	-5.3	0.6	1.4	2.0
Cc1nn(C)cc1CN1CCCC(C(=O)c2ccc(-c3ccccc3)cc2)C1 (stereo not given)	i	-9.9	0.4	34.0	10.3	1.4	4.0	0.4	5.6	1.0
O=c1[nH]c(-c2ccccc2)c(-c2ccccc2)[nH]1	-0.6	8.4	1.5	9.5	14.4	5.2	-34.9	1.7	-1.3	/
Cc1ccc(/C=N/NC(=O)c2ccc(-c3ccccc3)cc2)o1	i	-0.4	0.6	-5.5	-13.7	/	-8.4	2.0	0.2	1.1
c1ccc(CSc2nnc(-c3sccc3-n3cccc3)o2)cc1	-0.7	-2.7	0.6	?	24.6	-28.4	12.1	-1.6	4.7	/
COc1ccc(C)cc1NC(=O)NNC(=O)c1cc2ccccc2cc1O	-3.6	1.5	0.9	1.3	27.9	-15.1	20.4	-3.9	6.1	-1.7

Quoted at random: three entries already listed
SMILES	BH1578 lux ind	Anthrax LF inh2	PfHsp40 rescue	Yp Topo-I inh	VHR inh abs	SSB-PriA inh	CCHF vOTU inh	BoNT-A LC inh2	SARS 3CLpro inh	TcdB GH inh
O=C(Nc1scc(-c2ccccc2)c1C(=O)O)c1ccco1	-0.2	-3.7	-0.4	2.4	-11.2	0.3	5.0	0.8	1.6	/
O=S(=O)(NCCc1csc(-c2ccccc2)n1)c1ccc2c(c1)OCCO2	/	-1.3	1.1	23.1	5.6	10.0	-1.9	1.0	0.4	/
O=c1[nH]c(-c2ccccc2)c(-c2ccccc2)[nH]1	-0.6	8.4	1.5	9.5	14.4	5.2	-34.9	1.7	-1.3	/

Continued.
SMILES	BH1578 lux ind	Anthrax LF inh2	PfHsp40 rescue	Yp Topo-I inh	VHR inh abs	SSB-PriA inh	CCHF vOTU inh	BoNT-A LC inh2	SARS 3CLpro inh	TcdB GH inh
N#Cc1nc(COc2ccccc2)oc1N1CCN(c2cccc(Cl)c2)CC1	7.7	-6.1	-1.6	-0.4	13.3	-9.0	8.7	-0.4	-2.9	/
CCCc1nc2ccccc2c(=O)n1CC(=O)c1ccccc1	-0.2	-0.1	0.0	-5.9	10.3	-4.4	3.5	-0.3	4.1	-0.8
CC[C@@]1(c2ccccc2C)C(=O)N(C(=O)OC)N1C(=O)OC	1.6	-4.2	-1.4	-4.7	17.3	-4.4	0.8	-0.1	-2.7	2.2
O=C(NCc1ccco1)c1scc2c1OCCO2	-0.6	-0.1	-1.0	-3.4	0.0	-11.1	2.9	-0.6	9.1	/
CCCN(CC(=O)Nc1ccc(F)c(F)c1F)C(=O)c1cc(S(=O)(=O)N(C)C)ccc1N1CCCC1	-0.9	/	-0.3	5.5	/	6.3	11.2	/	/	5.1
Cc1ccc(S(=O)(=O)N2C[C@H]3C(=O)C[C@@H]4C(=O)N(c5ccccc5)C(=O)[C@@H]4[C@@H]3C[C@@H]2c2ccccc2)cc1	/	3.8	/	/	/	/	-1.2	-0.9	/	1.3
CCOC(=O)C1C(=O)C=C(c2ccccc2)CC1c1ccccc1 (stereo not given)	-2.9	9.2	0.0	5.9	/	-6.9	12.7	-0.8	/	1.4
CCN(CC)c1nc(C)c(C(C)=O)cc1C#N	i	0.8	-0.6	-10.3	6.9	-3.6	7.2	0.3	-1.3	/
O=C(Nc1ccc(-c2csc(Nc3cccc(C(F)(F)F)c3)n2)cc1)c1cccc(C(F)(F)F)c1	i	-5.8	-0.6	-11.4	14.9	-7.1	2.1	-0.6	/	-0.5
CC[C@@]12C(=O)N(c3ccccc3)C(=O)N1[C@H](c1ccc(Br)cc1)[C@@H]1C(=O)N(C(C)(C)C)C(=O)[C@@H]12	4.0	-6.9	-1.2	0.4	/	-4.8	7.0	-0.2	/	-7.0
CCC1(C)Cc2c(sc3c2c(=O)n(-c2ccccc2)c(=O)n3C)CO1 (stereo not given)	-0.5	-9.6	0.3	0.6	30.4	16.9	2.6	-1.0	0.5	/
O=C(CN1CCN(C(=O)C2CCN(C(=O)/C=C/c3ccccc3)CC2)CC1)Nc1ccccc1Cl	-2.3	7.7	0.6	3.9	/	2.0	11.2	-5.5	/	-0.5
CCN(CC)S(=O)(=O)c1ccc(OC)c(NC(=O)c2cccc([N+](=O)[O-])c2C)c1	-1.4	-2.3	-0.3	-0.9	/	-6.6	-5.4	-0.4	-3.0	/
CCCCC(CC(O)COCCC)c1n[nH]c(=S)n1-c1ccccc1 (stereo not given)	-0.4	1.5	-1.1	1.9	-14.5	-1.9	-8.5	-1.3	-5.4	-1.1
Cc1ccc(-n2c(O)c(C=Nc3ccc(Br)cn3)c(=O)[nH]c2=O)cc1	-0.2	-1.2	-1.7	10.5	-12.6	-8.0	-7.1	-0.2	2.4	1.7
COc1ccccc1/C=N/N(C(C)=O)c1nc(-c2ccc(F)cc2)cs1	i	5.2	-0.4	-6.3	-1.0	/	8.1	0.4	-2.2	/
CC(NC(=O)c1ccco1)C(=O)N1CC=C(c2ccccc2)CC1 (stereo not given)	0.6	-0.8	0.2	11.1	/	-3.3	-1.5	1.2	/	2.4
Cc1nc(C)c(C(=O)N(c2ccc(C)c(C)c2)C(C(=O)NCc2ccco2)c2ccccc2)s1 (stereo not given)	1.1	-3.6	0.6	28.9	16.3	-6.7	1.3	-0.6	1.9	/
Cc1cccc(C)c1NC(=O)C1c2ccccc2OCC(=O)N1Cc1ccco1 (stereo not given)	/	-2.9	/	/	/	/	-3.0	0.4	/	-0.1
COC(=O)c1ccc(COc2nc(C)cc(C)c2C#N)o1	-0.6	-2.5	-0.7	8.7	15.6	-10.8	31.6*	0.2	2.6	/
COc1cc(C(=O)N/N=C/c2sc(=O)n(-c3ccccc3)c2Cl)cc(OC)c1OC	-1.6	0.4	-0.8	7.6	-4.8	/	2.9	1.0	-3.1	/
Nc1ncnc(N2CCOCC2)n1	i	-4.4	0.6	1.6	/	-11.7	15.9	0.4	/	2.0
O=C1CCCN1S(=O)(=O)c1ccc(F)cc1	i	-3.5	0.0	1.0	20.8	-13.9	2.5	1.9	-3.2	1.9
COc1cccc(C2(O)CCN(Cc3ccncc3)CC2)c1	-0.2	-2.2	-0.9	0.7	26.1	0.7	-14.3	-0.5	-2.9	0.6
Cc1ccccc1CNC(=O)CCc1ccccc1	i	-8.6	-0.2	-4.3	26.4	-40.5	-11.7	-0.6	4.3	-0.6
COc1ccccc1CCC(=O)Nc1ncc(C)s1	1.4	7.1	-0.4	4.4	/	3.5	-10.8	-4.6	3.2	0.3
O=C(Nc1cccnc1)c1cc(F)c(F)cc1Cl	-0.4	-0.1	0.1	9.2	-0.6	-15.5	6.3	-1.0	0.1	2.1
COc1ccc(C(=O)c2ccccc2)cc1	-0.2	-2.1	3.2	4.3	5.5	-43.4	2.9	-0.2	-3.6	2.2
O=C(CSc1nnc(-c2cccnc2)o1)OC1CCCCC1	-16.7	4.1	-0.6	4.7	4.8	-17.6	-8.0	-0.1	-0.3	/
S=C(NCc1ccc2c(c1)OCO2)NC1CCN(Cc2ccccc2)CC1	-0.2	-0.9	0.4	2.5	17.1	10.1	-12.2	0.1	1.2	2.5
COc1cc(CC(=O)OCC(=O)NC2CCCCCC2)cc(OC)c1OC	i	1.5	0.2	0.8	/	-5.2	-11.9	-0.1	/	1.1
COc1cccc(C2=CC(=O)CCC2)c1	i	-1.9	0.4	7.8	/	-5.3	-5.9	-0.1	/	/
CC1CCN(c2ccc(C(=O)OCC(=O)NCCN3C(=O)CSC3=O)cc2[N+](=O)[O-])CC1	-0.5	-4.3	1.9	40.5	20.2	15.6	1.8	-0.7	4.3	0.5
Cn1ccsc1=NC(=O)c1ccc(=O)[nH]c1	-0.1	0.8	0.6	4.4	12.5	-6.2	12.8	-0.1	-4.3	1.6
CS(=O)(=O)Nc1ccc(C2=NN(S(=O)(=O)c3ccccc3)C(c3cccs3)C2)cc1 (stereo not given)	0.6	1.1	0.9	8.6	7.7	0.9	-3.6	0.9	-0.2	/
O=C(O)c1cc(CN2CCOCC2)oc1-c1ccccc1	16.7*	1.1	-0.9	1.4	-4.7	-3.4	0.7	2.0	4.6	/
Cc1ccc(C)c(NC(=O)C(CC(=O)O)Cc2ccccc2)c1 (stereo not given)	i	20.0	-0.2	2.7	10.8	-17.8	4.1	-1.0	3.8	-3.0
COC(=O)c1cc2sc(Cl)cc2n1CC(=O)NCCC(C)C	i	4.9	0.4	5.3	-8.0	-10.4	-0.8	-0.4	2.0	/
Cc1ccc(C(=O)NNC(=O)c2ccccc2O)cc1S(=O)(=O)N1CCCCC1	-0.3	/	0.2	2.3	/	-3.0	6.7	/	/	0.4
Cc1cc(-c2ccco2)c(C#N)c2nc3ccccc3n12	i	3.0	2.7	-9.5	-2.3	-13.7	-1.2	0.6	-3.2	/
O=C(CSc1nc2[nH]ncc2c(=O)n1-c1ccccc1)NCCc1ccccc1	-1.7	-2.3	2.2	-10.9	-21.2	-10.5	-0.9	-0.7	1.1	1.7
COc1cccc(CNC(=O)CCC2CCCN(C(=O)c3ccoc3)C2)c1 (stereo not given)	-0.1	-6.8	-0.5	-9.9	35.0	-19.9	6.2	0.5	-7.7	-0.2
CN1CCCCC1(C)C(=O)NCc1ccc(F)cc1 (stereo not given)	i	-1.4	/	5.4	/	/	-4.1	0.0	/	0.8
O=C(NC1CCCC1)c1cc(-c2ccccc2Cl)on1	-0.1	2.1	2.8	13.8	12.5	-3.1	6.0	1.4	2.3	1.2
Cc1ccn(CCC(=O)N2CCc3ccccc32)n1	-2.1	0.6	-0.7	-8.7	12.9	-11.1	11.9	1.5	-4.3	-0.7
CCC(CC)NC(=O)Cn1c(C(C)NC(C)=O)nc2ccccc21 (stereo not given)	0.2	-15.8	-1.0	3.5	22.6	-1.5	-4.8	-1.6	4.1	0.0

Not all compounds are listed; rates above refer to the full screens.
